Source: PubChem BioAssay (several laboratories)
cardiac RTF act: increases calcium sensitivity of human cardiac regulated thin filaments | activation, % at 7.2 µM | AID 493008 | actives 0.24% (n = 340,000) | IANBD-labeled TnC RTF fluorescence at EC20 calcium; 0% EC20 calcium, 100% full calcium | P19429+P45379;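 active = activation above the mean over all tested compounds plus 3 SD, cut at about 30% in these data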;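 also: rise in fluorescence read as greater calcium sensitivity of cardiac thin filaments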
OPRM1-OPRD1 ag: agonists of human mu-delta opioid receptor heterodimerization | activation, % at 9.3 µM | cells, OPRM1-OPRD1 heterodimerization, luminescence | actives 0.3% (n = 340,000) | P35372+P41143 | AID 504326; in the data active = activation above about 18%;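 also: 0% = vehicle-treated cells and 100% = reference agonist; values of inactives mirror those of a sister screen read the other way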
HTR5A ag: HTR5A agonism, opioid heterodimer counter-screen. activation, % at 9.3 µM. HTR5A agonist assay, luminescence, cell-based. AID 504692. actives 0.61% (n = 340,000). P47898; in the data active = activation mostly above about 9.5%, no sharp cut-off; inactive = mostly below about 7.6%;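 also: 0% = cells with vehicle only and 100% = reference agonist; strong numbers were not always called active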
Target sequence (P47898 whole entry, looked up): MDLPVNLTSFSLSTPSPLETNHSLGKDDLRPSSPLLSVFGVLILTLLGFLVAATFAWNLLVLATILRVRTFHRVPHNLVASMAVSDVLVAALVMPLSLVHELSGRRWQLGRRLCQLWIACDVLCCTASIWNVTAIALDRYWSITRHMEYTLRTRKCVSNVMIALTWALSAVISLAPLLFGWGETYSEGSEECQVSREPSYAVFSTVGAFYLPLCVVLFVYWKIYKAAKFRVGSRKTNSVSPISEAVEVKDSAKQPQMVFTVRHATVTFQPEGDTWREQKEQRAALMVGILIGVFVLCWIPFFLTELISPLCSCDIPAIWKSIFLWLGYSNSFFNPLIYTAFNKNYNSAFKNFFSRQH
CAL-PDZ inh HTS: blocks peptide binding to the human CAL PDZ domain. purified CAL PDZ, TMR-peptide fluorescence polarization, 1 h. inhibition, % at 24.9 µM. actives 0.92% (n = 300,000). AID 602252;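 active = mean inhibition of at least 30% with at least half of replicates also reaching 30%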;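 also: 0% = DMSO neutral control and 100% = excess unlabeled competitor peptide PRC23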
LANA DNA inh: KSHV C-LANA DNA binding inhibition. MBP-C-LANA/FAM-LBS DNA binding, fluorescence polarization. inhibition, % at 9 µM. actives 0.078% (n = 340,000). AID 504423;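 active = highest replicate inhibition at or above 60% at 9 µM, even if other replicates fall short; inactive = all replicates below 60% inhibition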;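 also: 0% = neutral control wells and 100% = 4 µM acridine orange control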
Keap1 Nrf2 FP: inhibitors of human Keap1-Nrf2 protein-protein interaction | Q14145 | Keap1 Kelch-Nrf2 peptide fluorescence polarization, 1536-well | inhibition, % at 9.4 µM | actives 0.15% (n = 340,000) | AID 504523; in the data active = inhibition above about 12%;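 also: human Keap1 Kelch domain with fluorescein labeled Nrf2 9mer peptide probe; 0% = neutral control wells and 100% = peptide positive control; higher means more block of Keap1 binding to Nrf2 peptide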
Target sequence (Q14145 whole entry, looked up, the tested form may be a part): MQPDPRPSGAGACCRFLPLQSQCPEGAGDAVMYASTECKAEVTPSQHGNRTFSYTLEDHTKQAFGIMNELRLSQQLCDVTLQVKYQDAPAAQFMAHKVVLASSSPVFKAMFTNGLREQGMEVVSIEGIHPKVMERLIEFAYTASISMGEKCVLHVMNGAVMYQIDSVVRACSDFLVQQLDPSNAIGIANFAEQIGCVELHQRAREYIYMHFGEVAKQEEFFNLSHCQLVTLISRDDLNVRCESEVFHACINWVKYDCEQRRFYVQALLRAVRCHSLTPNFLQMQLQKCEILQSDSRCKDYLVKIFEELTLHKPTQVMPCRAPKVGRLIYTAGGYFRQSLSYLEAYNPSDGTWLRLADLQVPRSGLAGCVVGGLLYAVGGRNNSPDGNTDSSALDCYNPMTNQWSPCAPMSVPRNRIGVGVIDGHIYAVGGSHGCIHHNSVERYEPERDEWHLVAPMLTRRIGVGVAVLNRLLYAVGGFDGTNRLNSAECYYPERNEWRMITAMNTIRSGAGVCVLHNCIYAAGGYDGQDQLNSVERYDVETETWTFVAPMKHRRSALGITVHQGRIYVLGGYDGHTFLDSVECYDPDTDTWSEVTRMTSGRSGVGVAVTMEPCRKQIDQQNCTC
HTR5A inv ctr: HTR5A inverse agonism, opioid heterodimer counter-screen. P47898. HTR5A cell line, luminescence. inhibition, % at 9.3 µM. actives 0.083% (n = 340,000). AID 504634; in the data active = inhibition mostly above about 23%, no sharp cut-off; inactive = mostly below about 18%;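 also: 0% = cells with DMSO and 100% = no-cell wells with DMSO; some compounds called inactive have numbers as strong as hits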
RTF Ca sens inh: cardiac RTF calcium desensitization. P19429+P45379. IANBD-labeled cardiac RTF, Ca2+ fluorescence. inhibition, % at 7.15 µM. actives 0.12% (n = 340,000). AID 493244;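 active = inhibition above the mean inhibition of all tested compounds plus 3 SD, cut at about 17% in these data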;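 also: assay run at fixed EC70 calcium of 1.6 mM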
V-ATPase pHluor: regulators of yeast V-ATPase proton transport. S. cerevisiae, pHLuorin cytosolic pH fluorescence. response, % at 10 µM. actives 0.37% (n = 350,000). AID 504577; in the data active = response mostly above about 7.3%, no sharp cut-off; inactive = mostly below about 5.4%; also: actives read high; inactives centre near 0; some compounds called inactive have numbers as strong as hits; reference of the scale not given here
OPRM1-OPRD1 inv: mu-delta opioid heterodimer inverse agonism. actives 0.21% (n = 340,000). inhibition, % at 9.3 µM. P35372+P41143. AID 504357. cell-based MOR-DOR heterodimer luminescence; in the data active = inhibition above about 22%, passing the limit was not always enough;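 also: 0% = cells with DMSO and 100% = wells without cells with DMSO; values of inactives mirror those of a sister screen read the other way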
The depositor's hits bear a star; / = not tested or not shown.

Results follow in this order: cardiac RTF act, OPRM1-OPRD1 ag, HTR5A ag, CAL-PDZ inh HTS, LANA DNA inh, Keap1 Nrf2 FP, HTR5A inv ctr, RTF Ca sens inh, V-ATPase pHluor, OPRM1-OPRD1 inv
> COc1ccc(C(=O)C2CCCN(C(=O)c3cccc(Cl)c3F)C2)cc1OC (configuration not stated)
→ -1, -0.9, 0, /, 0.4, 0, -17, -5, 3, 5
> CCOC(=O)c1cn(CC(=O)Nc2cccc(Cl)c2)nn1
→ 0, -3.5, 1, -4, -0.5, 2, -3, -1, 2, 18
> O=C(c1ccc(F)cc1)C(CN1CCOCC1)c1ccccc1 (configuration not stated)
→ 2, 4.6, -3, 0, 0.7, 1, -6, -1, -2, -27
> CCn1c(COc2ccc3c(c2)OCO3)nnc1SCC(=O)c1ccc(Cl)cc1
→ 0, -1.8, 2, -2, 3.7, 1, -5, -7, 1, 10
> C#CCNC(=O)C1=C[C@@H](C2CC2)[C@H](CCCO)[C@@H](OCC)O1
→ 6, -3.2, 7, -1, 1.7, -9, -21, 3, -4, 19
> CN=C(Nc1cccnc1)c1cccc(C(F)(F)F)c1
→ -4, -2.8, 2, -6, 10, -3, -6, 4, -1, 15
> CC1(C(=O)NCc2ccc(Cl)c(Cl)c2)Oc2ccccc2NC1=O (configuration not stated)
→ 3, 0.0, -1, 4, 2.2, 1, 3, -10, -4, 0
> COc1ccc(-c2cc(C(=O)N3CCN(C(=O)c4ccco4)CC3)[nH]n2)cc1
→ -5, -1.2, 1, -3, -0.3, -7, -3, -8, -2, 6
> O=C(NNC(=O)c1ccc(Cl)c(Cl)c1)c1cccnc1
→ 1, -3.3, 0, -2, 1.0, 0, 13, -5, 4, 18
> Cc1[nH]c2ccccc2c1C(=O)C(=O)Nc1ccc2c(c1)OCCO2
→ 1, -0.2, -2, -6, 0.4, -4, 4, -4, 2, 1
> COc1ccccc1OCCNC(=O)c1c(-c2ccccc2Cl)noc1C
→ -3, -4.0, 8, 3, 0.1, -3, -19, -3, 2, 20
> CCCCN(C)c1nc(-c2ccco2)c2c(c1C#N)CC(C)(C)OC2
→ 4, 1.4, 6, 0, 1.6, -7, -15, -17, 1, -8
> COc1ccc(/C=C/c2cc[n+](C(=O)Cc3ccccc3)cc2)cc1
→ 1, -2.2, -2, 0, -3.4, -6, 5, -7, 5, 11
> O=C(CSc1ccc2ccccc2c1)NCc1cccs1
→ 1, 0.1, 1, 1, -1.0, 3, -13, -7, 2, -1
> CC(C)(Cc1ccc(O)cc1)NC(=O)CC(=O)N=Nc1c(O)[nH]c2ccc(Br)cc12
→ 4, -4.6, -2, -1, 1.5, 3, 9, 13, -1, 22
> O=S(=O)(c1ccc(NCc2ccc(F)cc2)nc1)N1CCCC1
→ 4, 1.5, -2, 11, -0.8, -2, 5, 2, 6, -8
> Cc1ccc(N2CC(C(=O)Nc3nccs3)CC2=O)cc1 (configuration not stated)
→ 5, 0.3, -2, -23, 1.7, 3, -4, -5, 4, -2
> CC(C)Oc1ccc(NC(=O)CCC(=O)O)cc1
→ 1, -3.2, 7, -5, -0.2, -1, -18, -3, -1, 16
> Cc1cc(NC(c2cccnc2)c2ccc3cccnc3c2O)no1 (configuration not stated)
→ -4, 1.2, 11, -7, 0.1, -3, -31, 1, -4, -7
> O=C(Nc1cccnc1)c1cc(-c2ccc3c(c2)OCO3)on1
→ -4, 1.0, 4, 0, 0.0, -3, 15, -1, 4, -6

Results follow in this order: cardiac RTF act, OPRM1-OPRD1 ag, HTR5A ag, CAL-PDZ inh HTS, LANA DNA inh, Keap1 Nrf2 FP, HTR5A inv ctr, RTF Ca sens inh, V-ATPase pHluor, OPRM1-OPRD1 inv
> O=C(CCN1CCCCC1)Nc1ccccc1
→ 1, -1.5, 3, 0, 4.3, -3, -4, -5, -2, 7
> COc1ccc(-c2nn(-c3ccccc3)cc2/C=C\C(=O)N2CCOCC2)cc1[N+](=O)[O-]
→ -4, -1.1, 0, -1, -1.0, 4, -11, -17, /, 8
> COc1cccc(-c2nc(CS(=O)CC(=O)NC3CCCC3)c(C)o2)c1 (configuration not stated)
→ -6, -2.0, 3, 2, 1.4, 3, -8, 0, -4, 12
> CCc1ccc(-c2cc(C)no2)cc1S(=O)(=O)N1CCN(c2ccccn2)CC1
→ -2, -3.7, 9, 7, -1.5, -1, 9, 3, 4, 19
> CCCn1nc(C(=O)Nc2ccc(N3CCOCC3)cc2)c2ccccc2c1=O
→ -4, -2.5, -4, 5, -1.5, 4, 10, 2, -6, 10
> O=C(Cn1nnc2ccccc21)C1CC1
→ -3, -1.1, -1, -3, -0.5, -2, -14, -2, -4, 6
> CCc1ccccc1NC(=O)c1cc([N+](=O)[O-])ccc1N1CCOCC1
→ 0, -0.3, -2, 3, -1.7, -6, -18, -5, -5, 2
> C[C@@H]1CC=C[C@H]2[C@H]1C(=O)N(Cc1ccccc1)[C@H]2c1ccc(-c2cc3ccccc3s2)cc1F
→ 17, 2.5, 3, -4, 1.1, -2, -13, -3, 4, -14
> Cc1cccc(C(=O)NCc2nnc(SCC(=O)Nc3nncs3)n2C)c1
→ 6, 2.1, -1, 2, 0.4, 0, 4, -3, 3, -12
> O=C(C[n+]1cccc(CO)c1)Nc1nc2ccccc2s1
→ 0, -3.3, 3, -2, 0.1, 0, -36, -4, -4, 16
> COc1cc(C(=O)NCC(=O)N/N=C/c2ccco2)cc(OC)c1OC
→ -5, -0.4, -3, -4, -0.5, 3, 0, -9, -1, 2
> COc1ccc(NC(C)c2cc(Cl)ccc2O)cc1 (configuration not stated)
→ 2, 3.9, -8, -1, -0.4, -4, 19, -4, -3, -16
> O=C(c1ccc(Cl)cc1)C1CCN(C(=S)Nc2ccccc2)CC1
→ 2, -1.0, 2, 2, -2.2, -3, -15, 3, 1, 6
> Cc1ccnc(NC(=O)CNC(=O)c2ccc3c(c2)OCO3)c1
→ -5, -0.3, -1, 3, 0.4, -5, 8, 7, -7, 2
> CCOc1ccc(-n2c(SCC(=O)Nc3ccc(OC)cc3)nc3c(c2=O)SCC3)cc1
→ 4, -0.2, -4, -1, 2.0, -2, 10, -4, 3, 1
> Cc1[nH]c2ccc(-c3nnc(SCC(=O)N4CCCc5ccccc54)o3)cc2c1C
→ 3, -1.4, -1, -6, 1.9, -2, 6, -2, 0, 8
> COc1cccc(NC(=O)C(C)OC(=O)CCCNC(=O)c2ccc(Cl)cc2)c1 (configuration not stated)
→ -2, -3.4, 1, -2, 1.8, 1, -8, -2, -3, 17
> CNc1ccc(S(=O)(=O)NC)cc1[N+](=O)[O-]
→ 0, 1.0, -1, -4, -2.6, 1, 2, 1, 3, -5
> CCCCNc1ccc2nsnc2c1[N+](=O)[O-]
→ 4, -2.7, 2, 5, -0.1, -6, 6, -12, 2, 14
> O=C(COc1ccc2ccc(=O)oc2c1)Nc1nccs1
→ -1, -3.0, 2, /, 0.0, -6, 3, -3, 2, 15

Results follow in this order: cardiac RTF act, OPRM1-OPRD1 ag, HTR5A ag, CAL-PDZ inh HTS, LANA DNA inh, Keap1 Nrf2 FP, HTR5A inv ctr, RTF Ca sens inh, V-ATPase pHluor, OPRM1-OPRD1 inv
> O=C1/C(=C/c2ccsc2)N2CCC1CC2
→ 3, -3.2, 2, /, 8.4, -5, -4, -13, 7, 16
> O=C(NC1CCCCC1)c1cc(-c2ccccc2Cl)on1
→ -2, 5.2, -1, /, 2.0, -6, 2, -10, 1, -39
> COc1ccc(NC(=O)C2CCCN2S(=O)(=O)c2cccc3cccnc23)c(OC)c1 (configuration not stated)
→ 0, -0.8, 2, -3, -0.6, 5, -5, -8, -2, 4
> CN(C)S(=O)(=O)Oc1ccccc1C(=O)Nc1ccccc1Cl
→ -6, 1.6, -4, -2, 0.3, -6, 11, 2, 0, -11
> CS(=O)(=O)N(CC(=O)NCc1ccncc1)c1ccc(F)c(Cl)c1
→ -2, -1.3, -2, -1, -2.5, -2, 4, -6, 3, 8
> Cc1ccc(C)c(N(CC(=O)NC2CCCC2)C(=O)CCCC(=O)Nc2ccccn2)c1
→ -2, -1.3, 0, -6, -1.1, -8, 1, 5, -1, 7
> COc1ccc(-n2c(=S)[nH]c3c(oc4ccccc43)c2=O)cc1
→ 3, -1.6, -3, -5, -1.2, 5, 11, -8, -2, 9
> Cn1c(SCC(=O)NCCNC(=O)CSc2nnc(C(F)(F)F)n2C)nnc1C(F)(F)F
→ 0, -0.9, -4, 0, -0.6, -3, -16, -6, -1, 5
> COc1ccc(CC(=O)N2CCC(n3nccc3NC(=O)C3CCOC3)CC2)cc1 (configuration not stated)
→ -3, -0.9, 0, 2, 0.6, 2, -22, -5, -1, 5
> CCOC(=O)C1CCCN(S(=O)(=O)Cc2ccccc2Cl)C1 (configuration not stated)
→ -3, -3.5, 1, -1, 0.2, 0, -3, -4, -3, 18
> COc1ccc(C(CNS(=O)(=O)c2cccc(F)c2)N2CCCC2)cc1 (configuration not stated)
→ 0, -2.8, 2, /, 1.1, 4, -6, 2, 1, 15
> O=C(NC(=O)N1CCN(c2ccc(F)cc2)CC1)c1ccccc1
→ 0, -0.5, 0, 6, -0.5, -2, -22, -4, 6, 3
> Cc1c(NC(=S)NC(NC(=O)CC(C)C)C(Cl)(Cl)Cl)c(=O)n(-c2ccccc2)n1C (configuration not stated)
→ 4, -0.5, 5, -4, -2.5, -1, -17, -9, 4, 3
> COc1ccc(CCNC(=O)C2CC(=O)N(c3ccc(Br)cc3)C2)cc1OC (configuration not stated)
→ -4, -0.3, -2, -2, 0.0, 1, 6, 1, 13, 1
> Cc1nc(-c2ccc(NC(=O)c3ccc(Br)o3)cc2)cs1
→ 2, -0.9, 3, /, -0.9, -4, -3, 1, -1, 5
> N/C(=N\OC(=O)c1cccc2ccccc12)c1ccccn1
→ 1, 1.8, 0, -7, -0.4, 1, 10, 4, -1, -9
> C[C@H](CO)N1C[C@H](C)[C@@H](CN(C)C(=O)Nc2ccc3c(c2)OCO3)Oc2ccc(NC(=O)Cc3ccccc3)cc2C1=O
→ 8, -1.5, 8, 0, -1.5, -4, -20, -4, 0, 8
> c1csc(-c2nc(N3CCCCC3)no2)c1
→ -1, 0.0, -5, 2, -0.2, -4, 18, -4, 0, 0
> Cc1ccc(S(=O)(=O)Nc2cc(C)nn2-c2ccccc2)cc1
→ -1, -0.5, 0, -2, -0.2, 5, -37, 0, 1, 3
> Cc1ccnc(NC(=O)c2cccc(NS(=O)(=O)c3ccccc3C)c2)c1
→ -6, -0.6, 7, 7, -1.7, 1, 9, -3, -1, 3
> COC(=O)c1ccc(COc2ccccc2/C=N/NS(=O)(=O)c2ccc(C)cc2)cc1
→ 0, -1.2, 7, -3, -1.8, 0, -74, 4, 7, 7
